# aGlu spleen mod: inhibitors or activators of human alpha-glucosidase in spleen homogenate | actives 0.006% (n = 240,000) | P10253 | AID 2112 | human spleen homogenate, 4-MU-alpha-glucoside fluorescence | Potency, µM (series often up to 79.9 µM), inactives show at the top dose activity change, negative = inhibition, actives largely listed as inhibitors;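 note: 0% = enzyme with vehicle and -100% = no enzyme basal signal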
#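 AC50 values come from Hill-equation fits of concentration-response data, normalized to no-enzyme and full-activity controls. Enzyme source: 1 ug human spleen homogenate; 1 mM fluorogenic 4-MU glucoside, pH 5.0 citrate buffer, 37 C, 40 min.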
# HTT ATP protect: Huntington cell model cytoprotection by ATP luminescence; PC12 HTT-Q103 induced, cytoprotection, ATP luminescence, 40 h; Potency, µM (series often up to 56.4 µM), without a hit: cytoprotection (ATP increase), hits mostly activators; actives 0.14% (n = 230,000); AID 1471;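 note: % of control where 0% means no effect; nearly all actives have a fitted effect of over 45% in size; toxic huntingtin expression switched on by the ecdysone agonist tebufenozide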
#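 Rat PC12, Q103 Htt exon1-GFP fusion, ecdysone promoter; tebufenozide inducer 100 nM final; compound titration; qHTS, 1500 cells/well; ATPlite luminescent read.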
# GLA spleen mod: alpha-galactosidase A (human) modulation; P06280; human spleen homogenate, 4MU-alpha-Gal fluorescence, 40 min; Potency, µM (titrated, usually from 80 µM), for inactives: at the highest dose activity change, negative = inhibition, most hits filed as inhibitors; actives 0.008% (n = 240,000); AID 2107;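 note: 0% = enzyme with vehicle and -100% = no enzyme basal signal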
# Target sequence (P06280 32-429 limits assumed): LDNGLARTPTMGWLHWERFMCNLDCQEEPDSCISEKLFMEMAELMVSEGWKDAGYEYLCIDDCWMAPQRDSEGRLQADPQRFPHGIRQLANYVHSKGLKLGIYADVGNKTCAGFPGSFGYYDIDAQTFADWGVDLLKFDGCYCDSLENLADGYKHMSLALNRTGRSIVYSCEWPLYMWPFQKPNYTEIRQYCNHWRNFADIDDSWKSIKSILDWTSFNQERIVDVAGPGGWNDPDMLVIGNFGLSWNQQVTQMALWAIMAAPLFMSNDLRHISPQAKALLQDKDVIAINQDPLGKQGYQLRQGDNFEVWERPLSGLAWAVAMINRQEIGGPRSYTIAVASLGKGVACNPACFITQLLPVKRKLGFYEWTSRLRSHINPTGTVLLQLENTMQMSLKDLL
#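 Inhibition or activation of alpha-galactosidase in human spleen homogenate is scored by 4-MU fluorescence after 40 min at 37C, pH 5.0, with 1 mM substrate. AC50s come from concentration-response fitted to the Hill equation.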
# Tau ThT inhib: tau fibrillization inhibition (ThT binding). AID 1460. actives 2.1% (n = 270,000). recombinant tau K18 P301L, heparin-induced fibrillization, ThT fluorescence. P10636. Potency, µM (series often up to 57.4 µM), inactives show at the top dose activity, negative = inhibition, hits mostly inhibitors; note: % is set by controls: 0 for no effect and ±100 for the full control effect; nearly all actives have a fitted effect of over 55% in size
# Target sequence (P10636 561-689 P618L limits assumed): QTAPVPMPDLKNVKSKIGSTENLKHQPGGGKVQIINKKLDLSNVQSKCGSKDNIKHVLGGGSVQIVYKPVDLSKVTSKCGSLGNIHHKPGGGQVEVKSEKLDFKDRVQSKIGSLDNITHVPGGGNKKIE
#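 ThT emission at 510 nm, taken 1 hr after adding 30 uM dye, quantifies aggregates formed when 20 uM heparin acts on human tau K18 P301L for 6 hr at 37 C.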
# Tau fluor cs: counter-screen for tau fibril formation inhibitors | tau K18 P301L (four-repeat tau fragment) Alexa594 fluorescence, heparin fibrillization | Potency, µM (top dose mostly 57.7 µM), inactives show at the top dose activity change, negative = decrease | actives 0.93% (n = 280,000) | AID 1463; note: % is set by controls: 0 for no effect and ±100 for the full control effect; nearly all actives have a fitted effect of over 55% in size
#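 Human K18 P301L tau (15 uM unlabeled plus 0.24 uM Alexa 594-labeled, final) in 100 mM sodium acetate pH 7 was mixed with compound and 20 uM heparin and incubated 6 hr at 37 C.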
# Tau fibril FP: inhibitors of human tau fibril formation | Potency, µM (series often up to 57.7 µM), for the others: at the highest dose activity, negative = inhibition, hits mostly inhibitors | AID 1468 | P10636 | K18 P301L tau heparin fibrillization, Alexa594 FP, 6 h | actives 0.39% (n = 280,000); note: % is set by controls: 0 for no effect and ±100 for the full control effect; nearly all actives have a fitted effect of over 55% in size
#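 Recombinant K18 P301L […], labeled with Alexa 594 at 0.24 uM over 15 uM unlabeled; heparin inducer 20 uM final; 37 C, 6 hr; FP endpoint.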
# GAA glycogen: GAA glycogen-cleavage inhibition or activation; Potency, µM (doses to about 76.4 µM), for the others: at the top dose activity change, negative = inhibition, actives largely listed as inhibitors; recombinant GAA, glycogen substrate, Amplex Red glucose oxidase fluorescence; actives 0.38% (n = 300,000); P10253;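 note: 0% = full enzyme reaction and -100% = no-enzyme basal signal; the screen sought inhibitors and activators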
#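 Natural-substrate format: glycogen cleavage by 4 nM human enzyme, glucose read by Amplex Red coupling (Ex 573, Em 610 nm). Normalized to enzyme and no-enzyme controls.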
# GAA inh: alpha-glucosidase (human) inhibition; purified human GAA, 4-MU-alpha-glucoside fluorescence; Potency, µM (titrated, usually from 76.9 µM), without a hit: top-dose activity change, negative = inhibition, actives largely listed as inhibitors; actives 0.005% (n = 200,000); AID 1466;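 note: plate controls were uninhibited enzyme wells for no effect and no-enzyme background for full effect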
#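 Activity normalized between no-enzyme (basal) and enzyme-only wells. Conditions: 4 nM human enzyme, 400 uM fluorogenic substrate, citrate/phosphate pH 5.0 with Tween-20, 20 min room temperature, compounds up to 77 uM.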
# Starred values were filed as active, the others as inactive; ? = inconclusive; nt = not tested or not shown; & = joins results of further samples; [ ] = remark or other dose. Calls come from the whole dose curve; as a rule, active = well fitted curve in the direction sought with a large enough effect; inconclusive = small, poorly fitted or top-dose-only effect, or another doubt; inactive = no such curve, though single readings can be large; an effect the other way counts as inactive or inconclusive. Potency is the fitted concentration of half-maximal effect. Random draw from the library (roughly 3.3% active in at least one column).
SMILES,aGlu spleen mod,HTT ATP protect,GLA spleen mod,Tau ThT inhib,Tau fluor cs,Tau fibril FP,GAA glycogen,GAA inh
CC(C)(C)C1CCc2c(C(=O)NNC(=O)/C=C/C(=O)O)csc2C1 (configuration not stated),-3%,nt,-3%,?,-22%,3%,6%,2%
CNC(=O)/C(C#N)=C/c1c(N(Cc2ccccc2)Cc2ccccc2)nc2c(C)cccn2c1=O,-9%,-10%[10 µM],?,?,-19%,4%,-9%,?
O=C(Cn1nnc(-c2ccccc2)n1)N/N=C/c1cccc([N+](=O)[O-])c1,-3%,nt,2%,-10%,-27%,4%,0%,?
Cn1cccc1/C=N/N1CCN(Cc2ccc(Cl)cc2)CC1,-4%,12%[10 µM],6%,-16%,-17%,1%,-12%,nt
Cc1ccc(CN2CCSc3ccc(C(=O)N4CCN(c5ncccn5)CC4)cc32)cc1,-7%,-61%[inhibitor],-4%,?,-24%,9%,7%,-2%
Cc1cccc(C)c1NC(=O)CSc1nccn1C,nt,nt,nt,0%,-11%,-5%,7%[76.3 µM],nt
O=C(CSc1ccc2c(c1)OCCO2)Nc1ncc(Cl)cc1Cl,-7%,6%,0%,-14%,-13%,4%,0%,3%
Cc1ccc(N2CC(C)Cn3c2nc2c3c(=O)n(CC(=O)O)c(=O)n2C)cc1 (configuration not stated),nt,nt,nt,3%,-2%,0%,16%[76.3 µM],nt
CCc1nnc(NC(=O)CSc2nnc(COc3ccccc3)n2-c2ccc(C)cc2)s1,3%,12%,9%,-2%,6%,-8%,5%,4%
COc1ccc(Cn2c(/C=C/c3ccccc3)nc3ccccc32)cc1,28%,-84%[inhibitor],?,-10%,-12%,9%,-10%,?
O=C(/C=C/c1ccc(OCc2ccccc2)cc1)c1cccs1,1%,10%[1.9 µM],1%,?,-14%,-8%,nt,nt
Cc1cc(=O)n2nc(N3CCCC(C(=O)N4CCN(C)CC4)C3)sc2n1 (configuration not stated),5%,6%[10 µM],2%,2%,6%,2%,3%,-1%
CCCCn1c(N)c(N(CCOC)C(=O)CSc2nc3ccc(C)cc3[nH]2)c(=O)[nH]c1=O,7%,-2%,5%,2%,2%,-3%,-4%,4%
O=C(O)CSc1nc2c(c(C(F)(F)F)n1)CCCC2,3%&8%,4%&-14%[10 µM],3%&9%,3%&1%,5%&-1%,3%&-9%,1%&4%,-12%
C=CCn1c(-c2cc(-c3ccccc3)sc2N)n[nH]c1=S,1%,16%[10 µM],9%,?,?,16%,22µM*,-1%
CCn1c(CC(=O)Nc2ccc(C)cc2)nnc1SCC(=O)N1CCN(c2ccccc2)CC1,-3%,-8%,-4%,-2%,2%,5%,-3%,3%
O=C(COc1ccc(S(=O)(=O)N2CCOCC2)cc1)Nc1ccccc1C(F)(F)F,1%,4%[10 µM],-2%,-3%,-4%,1%,1%,-5%
Cc1ccc(OCc2cc(=O)n3cc(C)sc3n2)c(C)c1,nt,nt,nt,?,-6%,3%,12%[76.3 µM],nt
O=[N+]([O-])c1ccc(CSc2nnc(SCc3ccc(Cl)cc3)s2)cc1,-14%,15%[10 µM],-1%,?,-28%,-7%,-8%,3%
Cc1ccc(Cl)c(NC(=O)CN(C)CC(=O)Nc2ccc(F)c(F)c2F)c1Cl,3%,-34%[inhibitor],-1%,-4%,-6%,11%,-3%,4%
O=C(NC1CCc2ccccc21)c1cc(COc2ccc(F)cc2F)on1 (configuration not stated),-2%,-7%[10 µM],-4%,-13%,-23%,4%,7%,-9%
Cc1cc(C(=O)COC(=O)CN(C)S(=O)(=O)c2ccc(Cl)cc2)c(C)n1CC1CCCO1 (configuration not stated),-13%,8%,14%,-13%,-15%,-5%,-1%,1%
COc1cccc(NC(=O)C(c2ccccc2)N2CCCC2)c1 (configuration not stated),4%,-35%[inhibitor],-2%,1%,1%,5%,-1%,1%
COc1cccc(-c2nnc3sc(C4CCCCC4)nn23)c1,5%,?,0%,-21%,-15%,-7%,0%,-8%
CCCN(Cc1cc2cc(C)ccc2[nH]c1=O)C(=O)c1cccc([N+](=O)[O-])c1,-9%,4%[10 µM],2%,-15%,-19%,-3%,3%,nt

# Compound profiles, from the list above. Values in the order: aGlu spleen mod | HTT ATP protect | GLA spleen mod | Tau ThT inhib | Tau fluor cs | Tau fibril FP | GAA glycogen | GAA inh
# Shown for O=[N+]([O-])c1ccc(CSc2nnc(SCc3ccc(Cl)cc3)s2)cc1 : -14% | 15%[10 µM] | -1% | ? | -28% | -7% | -8% | 3%
# Shown for Cc1ccc(OCc2cc(=O)n3cc(C)sc3n2)c(C)c1 : nt | nt | nt | ? | -6% | 3% | 12%[76.3 µM] | nt

# The listing picks up; the 6 compounds before the break are reprinted first.
SMILES,aGlu spleen mod,HTT ATP protect,GLA spleen mod,Tau ThT inhib,Tau fluor cs,Tau fibril FP,GAA glycogen,GAA inh
Cc1ccc(Cl)c(NC(=O)CN(C)CC(=O)Nc2ccc(F)c(F)c2F)c1Cl,3%,-34%[inhibitor],-1%,-4%,-6%,11%,-3%,4%
O=C(NC1CCc2ccccc21)c1cc(COc2ccc(F)cc2F)on1 (configuration not stated),-2%,-7%[10 µM],-4%,-13%,-23%,4%,7%,-9%
Cc1cc(C(=O)COC(=O)CN(C)S(=O)(=O)c2ccc(Cl)cc2)c(C)n1CC1CCCO1 (configuration not stated),-13%,8%,14%,-13%,-15%,-5%,-1%,1%
COc1cccc(NC(=O)C(c2ccccc2)N2CCCC2)c1 (configuration not stated),4%,-35%[inhibitor],-2%,1%,1%,5%,-1%,1%
COc1cccc(-c2nnc3sc(C4CCCCC4)nn23)c1,5%,?,0%,-21%,-15%,-7%,0%,-8%
CCCN(Cc1cc2cc(C)ccc2[nH]c1=O)C(=O)c1cccc([N+](=O)[O-])c1,-9%,4%[10 µM],2%,-15%,-19%,-3%,3%,nt
O=C(C1CCN(C2CC(=O)N(c3ccc(F)cc3)C2=O)CC1)N1CCOCC1 (configuration not stated),-5%,5%[0.074 µM],-6%,-14%,0%,-2%,-2%,-6%
CCC1CCCCN1C(=S)Nc1ccc(SC(F)F)cc1 (configuration not stated),-5%,-7%[10 µM],1%,4%,-29%,?,0%,1%
Cc1ccc(C(=O)CSc2nc(N)cc(=O)[nH]2)cc1,-1%,-21%[10 µM],18%,-7%,-12%,-5%,2%,2%
CCC(C)(C)NC(=O)C(c1ccco1)N(C(=O)Cn1nnc2ccccc21)c1ccc2c(c1)OCO2 (configuration not stated),-11%,3%[1.9 µM],-4%,-14%,-8%,2%,4%,-11%
COc1cccc(NC(=O)C2CCN(S(=O)(=O)c3ccc4c(c3)OCCO4)CC2)c1,3%,-16%,7%,-6%,-26%,-3%,-6%,?
CCN1CCN(c2ccc([N+](=O)[O-])c(Sc3nc4ccccc4[nH]3)c2)CC1,0%,5%[10 µM],-9%,4%,5%,10%,6%,0%
O=C(c1cccc(Br)c1)N1CCN(C(=O)N2CCCCC2)CC1,4%,1%[0.074 µM],7%,1%,-2%,2%,0%,2%
COc1ccc(C)cc1NC(=O)c1ccccc1NS(=O)(=O)c1cccc2cccnc12,2%,7%[10 µM],-1%,-3%,-22%,-3%,7%,4%
CC(=O)c1cc(C#N)c(NCCCN(C)C)nc1C,-8%,nt,-3%,0%,-1%,4%,3%,2%
CCC(=O)Nc1ccc(OCc2nc3ccccc3s2)cc1,2%,-56%[inhibitor],1%,?,-22%,?,-2%,-1%
O=C(CSc1nnnn1-c1ccc(Cl)c(C(=O)O)c1)NC(c1ccccc1)c1ccccc1,6%,-17%[10 µM],-2%,-12%,-13%,2%,6%,nt
CCCCS(=O)c1c(O)c2ccccc2[nH]c1=O (configuration not stated),-3%,nt,4%,-5%,-1%,-8%,-4%,-3%
COc1ccc(CNC(=O)Cn2ncn3nc(-c4cccs4)cc3c2=O)cc1,nt,nt,nt,5%,-7%,-1%,0%[76.3 µM],nt
CCCCCn1c(N2CCN(Cc3ccccc3)CC2)nc2c1c(=O)[nH]c(=O)n2C,-12%,1%[10 µM],-1%,-7%,5%,2%,-4%,1%
CC(=O)N/C(=N\OCc1ccc(Br)cc1)c1nonc1NC(C)=O,-3%,3%[10 µM],3%,1%,-5%,3%,11%,?
O=[N+]([O-])c1ccccc1/C=N/n1c(C(F)(F)F)n[nH]c1=S,7%,nt,6%,?,-5%,-2%,10%,-10%
CCc1nc2oc3cc(OC)ccc3c(=O)c2c(=O)n1-c1ccccc1,2%,-1%,3%,-4%,-5%,-2%,6%,0%
O=C(COc1ccc2c(-c3ccccc3)cc(=O)oc2c1)NCc1cccs1,9%,7%[10 µM],-2%,-14%,-14%,-4%,-1%,5%
Cc1c(OCC(F)(F)F)ccnc1CSc1nc2ccccc2[nH]1,-7%,-36%,-10%,-7%,-12%,-1%,-3%,0%
Clc1cccc(-c2nc3ccccn3c2Nc2ccc3c(c2)OCCO3)c1,nt,nt,nt,?,7.9µM*[quencher],?,4µM*,nt
CC1(C(=O)N/N=C/c2ccccc2)CC1(Br)Br (configuration not stated),-9%,20%[10 µM],-7%,5%,7%,9%,-9%,4%
O=C(O)c1sc2cccc(Cl)c2c1Cl,-9%,-8%[10 µM],-9%,-2%,-21%,-14%,17%,5%
O=C(c1ccccc1)c1coc2c1C(=O)c1ccccc1C2=O,-5%,nt,-1%,13µM*,?,-12%,-8%,4%
N/C(CSc1ccccn1)=N\OCc1c(Cl)cccc1Cl,10%,12%[10 µM],-3%,-7%,-11%,-4%,-4%,nt
CCC(NC(=O)Nc1ncccc1C)(C(F)(F)F)C(F)(F)F,3%,16%,8%,-9%,-6%,-6%,-5%,-2%
N#C/C(=C/c1ccc(N2CCCCCC2)o1)c1cccc(F)c1,-17%,?,0%,14µM*,?,?,-15%,-3%
CC1(C)CC(=O)C2=C(C1)NC(SCC(N)=O)=C(C#N)C21CCCCC1,-4%,-20%,4%,-9%,-16%,0%,3%,-5%
O=C(c1nnsc1S(=O)(=O)c1ccc(Cl)cc1)N1CCOCC1,3%,-161%[inhibitor],-3%,?,2%,-8%,9%,2%
COCCNC(=S)N/N=C/c1ccc(N2CCOCC2)cc1,4%,37%[10 µM],3%,1%,-3%,-4%,?,5%
O=C(Nc1ccccc1N1CCOCC1)c1ccc(N2CCOCC2)c([N+](=O)[O-])c1,5%,nt,-4%,?,-15%,0%,3%,-3%

# Assay outcomes from PubChem.
